# PhoP inhibition: inhibitors of PhoP regulon expression, primary screen, Salmonella Typhimurium, GFP reporter (AID 1863) | S. Typhimurium PhoP-regulated promoter GFP reporter, 4 h; higher % means a stronger effect | inhibition, % at 50 µM, or IC50 in µM where a hit was titrated | actives 0.16% (n = 300,000);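 active = inhibition over 29.93%, a cutoff 3 SD above the screen mean, later confirmed by dose response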;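 also: 0% = low Mg2+ inducing control and 100% = high Mg2+ repressing control; strong numbers were not always called active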
# West Nile antiviral: West Nile virus antiviral activity, cell-based, CPE readout (AID 1621); one-dose CPE inhibition, % at 10 µM; IC50 in µM for titrated hits; West Nile virus-infected cells, CPE inhibition; higher % means a stronger effect; actives 0.02% (n = 290,000); in the data active = a potency from the dose series; also: strong numbers were not always called active
# human PMI inhibitors: human PMI inhibitors, high substrate, primary screen, biochemical, fluorescence intensity, high mannose 6-phosphate (AID 1220). Mannose-6-phosphate isomerase (Homo sapiens). recombinant PMI enzyme, coupled fluorescence intensity; higher % means a stronger effect. inhibition, % at 20 µM, or IC50 in µM where a hit was titrated. actives 0.66% (n = 190,000); in the data active = inhibition above about 50%
# P. falciparum M1AAP: P. falciparum M1AAP inhibitors, biochemical, fluorogenic H-Leu-NHMec substrate, 1536-well (AID 1445); actives 0.42% (n = 220,000); inhibition, % at 30 µM; hits with a dose series show IC50 in µM; recombinant M1AAP, H-Leu-NHMec fluorogenic kinetic assay; higher % means a stronger effect;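 active = primary inhibition above the hit cutoff, then over 50% inhibition at one or more dose response concentrations, cut at about 23% in these data, passing the limit was not always enough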;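 also: plate controls were DMSO full reaction for no effect and no enzyme background for full effect; strong numbers were not always called active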
# SIAH1 antagonists: Siah-1 peptide-binding antagonists, primary screen, biochemical, fluorescence polarization, rhodamine-plectin, uHTS (AID 1817). E3 ubiquitin-protein ligase SIAH1 (Homo sapiens). Siah-1 / rhodamine-plectin peptide fluorescence polarization; higher % means a stronger effect. displacement, % at 20 µM; hits with a dose series show IC50 in µM. actives 0.02% (n = 290,000);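 active = displacement of at least 50% at 20 µM, with a fluorescence ratio check between 0.3 and a set limit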;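 also: plate controls were Siah plus tracer with DMSO for no effect and tracer alone without Siah for full effect; strong numbers were not always called active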
# XIAP displacement: XIAP antagonists, biochemical, IAP family, fluorescence polarization (AID 1018). XIAP BIR domain, fluorescence polarization peptide displacement; higher % means a stronger effect. one-dose displacement, % at 20 µM; IC50 in µM for titrated hits. actives 0.007% (n = 200,000); in the data active = displacement above about 50%; also: a part of the inactive calls stands beside numbers as strong as those of hits
# Yfh1-off respiration: enhancers of respiration in Yfh1-depleted yeast, dose response, Friedreich's ataxia, plus single-dose screen (AID 1465) | S. cerevisiae Yfh1-off respiration, WST-1 reduction, 72 h; higher fold induction means a stronger effect | fold induction at 50 µM; hits with a dose series show EC50 in µM | actives 0.074% (n = 220,000);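 active = fold induction of absorbance versus untreated yeast above a set limit, then at least 30% activation at any dose in follow-up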;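 also: activators that raise dye reduction in frataxin-depleted yeast; strong numbers were not always called active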
# P. falciparum M17LAP: P. falciparum M17LAP inhibitors, primary screen, biochemical, fluorogenic H-Leu-NHMec substrate, 1536-well (AID 1619). Leucine aminopeptidase (Plasmodium falciparum (isolate 3D7)). recombinant M17LAP, H-Leu-NHMec fluorogenic kinetic assay; higher % means a stronger effect. inhibition, % at 30 µM; hits with a dose series show IC50 in µM. actives 0.38% (n = 220,000);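 active = compound inhibiting the enzyme by more than half at any dose during confirmatory dose-response retesting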;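 also: plate controls were full reaction with DMSO carrier for no effect and no enzyme background for full effect; strong numbers were not always called active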
# CSM14.1 death rescue: rescue of cells from ER stress-induced death, primary screen, 384-well, CSM14.1, thapsigargin, ATP luminescence (AID 1222); CSM14.1 thapsigargin-induced death rescue, ATP luminescence; higher % means a stronger effect; cellular ATP content (survival), % at 20 µM, or EC50 in µM where a hit was titrated; 190,000 tested, under 10 active;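 active = EC50 below 50 µM in the dose-response confirmation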;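 also: death triggered by thapsigargin at about 15 µM added after 2 h compound pretreatment; cell ATP read after overnight thapsigargin exposure of roughly 18 to 22 hours; normalized against plate controls of thapsigargin alone and 5% DMSO vehicle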
# Starred values were filed as active, the others as inactive; i = inactive; nt = no result given. This is a random part of the collection. Share with any hit: about 1.6%.
# Every second line gives: PhoP inhibition | West Nile antiviral | human PMI inhibitors | P. falciparum M1AAP | SIAH1 antagonists | XIAP displacement | Yfh1-off respiration | P. falciparum M17LAP | CSM14.1 death rescue
- COc1ccccc1CNC(=O)Cn1cnc2ccccc2c1=O
    12% | -0.2% | -2% | -2% | 4% | -0.1% | i | 26% | 0.2%
- CCOc1ccc(C(=O)c2ccc([N+](=O)[O-])cc2Cl)cc1
    10% | -0.4% | 11% | -10% | 5% | -7.0% | i | -5% | -0.8%
- CC(=O)Nc1ccc(S(=O)(=O)Nc2nc3ccccc3nc2Nc2cccc(O)c2)cc1
    -7% | -0.2% | nt | 18% | 5% | nt | i | 6% | nt
- CCCCOc1ccc(OCCCN2CCOCC2)cc1
    4% | -0.4% | -12% | -2% | -2% | -5.5% | i | 8% | -2.6%
- CC[n+]1c(/C=C(\C)OC)sc2ccccc21
    2% | 2.0% | 3% | 4% | 5% | -2.2% | i | 43% | 0.1%
- CC(C1CC1)N(C(=O)c1ccccc1O)c1ccccc1 (stereo unspecified)
    8% | -1.1% | -7% | -3% | 4% | -8.6% | i | -2% | -2.6%
- O=C1CC(c2ccc(Cl)cc2)n2nc(N3C(=O)CCC3=O)nc2N1 (stereo unspecified)
    3% | 0.3% | 2% | 2% | -1% | -5.4% | i | 0% | -1.5%
- O=C(OCc1nnc(-c2ccccc2)o1)c1ccc2c(c1)OCCO2
    2% | 0.1% | 14% | 3% | -1% | -7.7% | i | -1% | -1.6%
- CC/C(C)=N/Nc1nc2c(c(=O)[nH]c(=O)n2C)n1CCc1ccccc1
    4% | 0.5% | 14% | 12% | -3% | -5.9% | i | -1% | 0.8%
- C=CCc1ccc(OCCCCNC(C)CC)c(OC)c1 (stereo unspecified)
    0% | -0.8% | -12% | 2% | 2% | -4.9% | i | -1% | -0.9%
- Cc1onc(C(=O)NN)c1C(=O)Nc1ncc(C(F)(F)F)cc1Cl
    6% | 0.4% | 4% | 13% | 35% | -6.2% | i | 22% | -7.1%
- C=CCOc1c(CNc2ncn[nH]2)cccc1OCC
    -4% | 0.3% | -3% | 4% | 1% | -2.8% | i | 43% | -2.0%
- Cc1cc(C)n(C/C=C/Cn2nc(C)cc2C)n1
    4% | -0.2% | 3% | -2% | 3% | 5.6% | i | 2% | 2.8%
- O=C(c1cnn2c(C(F)F)cc(-c3ccccc3)nc12)N1CCCCC1c1cccnc1 (stereo unspecified)
    1% | 0.6% | nt | 5% | 2% | nt | i | 10% | nt
- O=C(Cn1c(-c2ccccc2)noc1=O)N1CCC(Cc2ccccc2)CC1
    4% | -1.1% | 11% | 0% | 2% | -12% | i | -2% | 3.9%
- O=C(O)/C=C/c1cn(Cc2ccccc2)nc1-c1ccc(Cl)cc1
    -1% | -0.1% | -2% | 8% | -3% | -4.8% | i | -5% | -0.2%
- COc1ccccc1-c1nc(SCC(=O)O)n[nH]1
    -16% | 0.2% | -2% | 2% | 1% | -2.3% | i | 7% | nt
- COc1ccc(N2CCN(C3CC(=O)N(Cc4ccc(N5CCCC5=O)cc4)C3=O)CC2)cc1 (stereo unspecified)
    0% | -0.4% | 9% | 3% | 4% | -6.7% | i | 2% | 1.4%
- COc1cccc(OCC(O)CN2CC(C)CC(C)C2)c1 (stereo unspecified)
    6% | -0.1% | -2% | 1% | -8% | -7.4% | i | -4% | -1.4%
- COc1ccc(-c2cc(=O)c3cc(F)ccc3[nH]2)cc1
    -14% | -0.3% | -6% | -4% | -3% | -10% | i | 3% | -3.4%
- CCOC(=O)CC1C(=O)NCCN1C(=O)c1cc2c(=O)n3cccc(C)c3nc2s1 (stereo unspecified)
    1% | nt | 9% | 11% | 2% | -2.5% | nt | -386% | 0.5%
- Cc1ccc(S(=O)(=O)N2CCCC2C(=O)Nc2nccs2)cc1 (stereo unspecified)
    2% | -0.4% | -11% | 10% | 2% | 6.7% | i | 9% | -0.2%
- CC(C)NS(=O)(=O)c1ccc(OCC(=O)NCc2ccco2)cc1
    15% | -0.2% | 0% | 3% | 2% | -2.8% | i | 10% | -0.5%
- O=C(CSc1ncccn1)NC(=O)c1ccccc1
    -7% | 0.5% | -6% | 3% | 0% | -0.2% | i | -9% | -0.8%
- CC12C(=O)N(n3cnnc3)C(=O)C1C1C=CC2C1 (stereo unspecified)
    6% | -0.7% | -3% | 1% | 2% | -3.4% | i | 0% | 0.1%
- Cc1nc(C(=O)NCC(=O)c2ccc(Cl)cc2)c(C(F)(F)F)o1
    -4% | -0.3% | nt | -5% | -3% | nt | i | 1% | nt
- CC1CN(C(=O)c2cc3cc(Cl)cc(Cl)c3oc2=O)CC(C)O1 (stereo unspecified)
    -5% | 0.0% | -10% | 4% | 9% | -0.4% | i | -1% | 3.0%
- O=C(Nc1ccccc1)c1ccc(N2CCN(c3ccccc3)CC2)c(S(=O)(=O)N2CCOCC2)c1
    7% | -0.5% | 14% | 3% | 2% | -2.4% | i | -144% | 1.9%
- Cc1cccc2c(=O)c(C(=O)N3CCCCCC3)c[nH]c12
    -1% | -0.4% | 4% | -2% | -1% | -4.7% | i | 9% | -0.3%
- O=C(Nc1cccc(NC(=O)c2cccnc2)c1)c1cccnc1
    -7% | -0.1% | 8% | 5% | 0% | 0.2% | i | 4% | nt
- COC(=O)C(CCSC)NC(=O)c1cc2c(n(-c3ccccc3)c1=O)CCCC2=O (stereo unspecified)
    0% | 0.8% | nt | 0% | -5% | -2.7% | i | 17% | -0.2%
- C=CCOC(=O)C1=C[C@@H](c2cn(C(C)=O)c3ccccc23)C[C@@H](OCCCCO)O1
    -12% | 0.4% | -7% | 3% | 5% | -5.2% | i | 3% | -2.9%
- COc1cccc(C2=NOC(C(=O)N3CCN(C(=O)c4ccco4)CC3)C2)c1 (stereo unspecified)
    1% | -0.4% | 8% | 11% | -2% | 0.3% | i | 5% | nt
- Cc1ccccc1-n1ccnc1SCC(=O)NCc1ccco1
    -12% | -1.1% | 9% | 7% | -1% | -7.0% | i | -4% | -4.8%
- Cc1cc(Br)c(Cl)cc1NC(=O)CN1C(=O)C2C3CC(c4ccccc4)C(C3)C2C1=O (stereo unspecified)
    -7% | -0.9% | 6% | 5% | -1% | -6.8% | i | 4% | -2.7%
- Cn1cc(Br)c(C(=O)NNC(=O)c2ccc(Cl)cc2)n1
    -10% | 0.1% | -12% | 14% | 0% | -2.7% | i | -10% | -0.1%
- COc1ccc2[nH]c(N=Nc3ccccc3C)c(O)c2c1
    -5% | -0.6% | -25% | 9% | 0% | -3.9% | i | 17% | 3.0%
- O=C(CCN1C(=O)/C(=C/c2cccs2)SC1=S)NC1=NCCS1
    -9% | 2.5% | -3% | 9% | -3% | 2.3% | i | 9% | -2.7%
- CSc1ccc(/C=N/Nc2ccc(Cl)c(C(=O)O)c2)cc1
    -8% | 0.4% | -139% | 2% | -2% | -2.8% | i | 13% | -2.4%
- Cc1ccc(NC(=O)N2CCCC2)cc1Cl
    -5% | 0.1% | -3% | 6% | 0% | -9.7% | i | -6% | -1.7%

# Shown as tab-separated lines: three of the compounds above
Compound	PhoP inhibition	West Nile antiviral	human PMI inhibitors	P. falciparum M1AAP	SIAH1 antagonists	XIAP displacement	Yfh1-off respiration	P. falciparum M17LAP	CSM14.1 death rescue
CC(C1CC1)N(C(=O)c1ccccc1O)c1ccccc1 (stereo unspecified)	8%	-1.1%	-7%	-3%	4%	-8.6%	i	-2%	-2.6%
COc1ccccc1CNC(=O)Cn1cnc2ccccc2c1=O	12%	-0.2%	-2%	-2%	4%	-0.1%	i	26%	0.2%
C=CCOC(=O)C1=C[C@@H](c2cn(C(C)=O)c3ccccc23)C[C@@H](OCCCCO)O1	-12%	0.4%	-7%	3%	5%	-5.2%	i	3%	-2.9%

# (further entries)
# Every second line gives: PhoP inhibition | West Nile antiviral | human PMI inhibitors | P. falciparum M1AAP | SIAH1 antagonists | XIAP displacement | Yfh1-off respiration | P. falciparum M17LAP | CSM14.1 death rescue
- C/C(N)=C(/C#N)C(=O)CSc1nc2ccccc2c(=O)n1-c1ccc(C)c(Cl)c1
    3% | -0.3% | 4% | 1% | 0% | -3.4% | i | -5% | 2.5%
- Cc1cc(OC(=O)c2ccco2)c(Sc2ccccc2[N+](=O)[O-])c(=O)o1
    -1% | -0.2% | -42% | 1% | 3% | -6.3% | i | 18% | 0.0%
- O=C(NCc1ccco1)C1(c2ccccc2)CCCC1
    -8% | -0.6% | 0% | 18% | 3% | -2.1% | i | 2% | -3.3%
- CC1CCc2c(nc3sc4c(c3c2N)CCCC4)C1 (stereo unspecified)
    -3% | -1.6% | 12% | 3% | -3% | -9.2% | i | 6% | -0.5%
- COc1cccc(C2=NOC(C(=O)Nc3ccccc3SC)C2)c1 (stereo unspecified)
    2% | -0.5% | -2% | 11% | -1% | -5.8% | i | 9% | 4.1%
- CCC(C)[C@H](NC(=O)Nc1ccc(C(C)=O)cc1)C(=O)OC (stereo partly specified)
    25% | 0.1% | 2% | -5% | -1% | -3.5% | i | 4% | 0.2%
- COCCN1Cc2cccc(C(=O)NC(C)c3cccs3)c2C1=O (stereo unspecified)
    7% | 0.2% | 2% | 1% | 3% | -6.4% | i | 9% | 1.1%
- Cc1ccc(C2(c3noc(CN4CCC(c5ccncc5)CC4)n3)CCCC2)cc1
    10% | 3.3% | 6% | -3% | -4% | -0.8% | i | 4% | 2.9%
- CC1CC(C)CN(S(=O)(=O)c2ccc(NC(=O)C3COc4ccccc4O3)cc2)C1 (stereo unspecified)
    -6% | -1.2% | 3% | -4% | -1% | -4.0% | i | 12% | 0.3%
- C=CCNC(=S)Nc1nc2c(cc1C(=O)OCC)CCCC2
    -4% | -1.4% | 3% | 6% | 1% | 1.1% | i | 1% | -1.7%
- C(=N\N1CCN(c2ccccn2)CC1)/c1ccccn1
    0% | 0.6% | nt | 3% | 12% | nt | i | 13% | nt
- Cc1ccc(O)c(-c2cc(C(=O)Nc3ccc(S(=O)(=O)N4CC(C)OC(C)C4)cc3)[nH]n2)c1 (stereo unspecified)
    4% | -0.1% | 14% | 0% | 8% | -1.8% | i | 0% | -2.3%
- CCOC(=O)CNC(=O)CSc1nc(N(C)C)nc(N2CCOCC2)n1
    6% | -0.2% | 7% | 4% | 3% | -7.2% | i | -2% | -1.5%
- N#Cc1ccc(OCC(=O)NCCc2ccc(S(N)(=O)=O)cc2)cc1
    -3% | -0.2% | 2% | 1% | 4% | -2.2% | i | 1% | -0.3%

# Arranged by value in PhoP inhibition (descending): some entries from above.
Compound	PhoP inhibition
Cc1ccc(C2(c3noc(CN4CCC(c5ccncc5)CC4)n3)CCCC2)cc1	10%
C/C(N)=C(/C#N)C(=O)CSc1nc2ccccc2c(=O)n1-c1ccc(C)c(Cl)c1	3%
O=C(NCc1ccco1)C1(c2ccccc2)CCCC1	-8%

# Screens as filed in PubChem.
